# Nrf2 ARE act = qHTS of Nrf2 Activators. Potency, µM (doses to about 46.1 µM), for inactives: at the highest dose activation, actives largely listed as activators. AREc32 ARE-luciferase reporter (MCF7-derived line), luminescence, 24 h. 410,000 tested, 0.31% active; further: potency means the concentration at half of the fitted maximal effect; % of control where 0% means no effect; nearly all actives have a fitted effect of over 65% in size
#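 Quantitative high-throughput format: AREc32 reporter cells, 1000 per well, received compound by pin transfer and were incubated 24 hr at 37 deg C, 5% CO2, before Steady-Glo luminescence detection.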
# ATXN2 expr inh = Primary qHTS for Inhibitors of ATXN expression; HEK-293 ATXN2-luciferase reporter, luminescence, 24 h; 360,000 tested, 0.72% active; Potency, µM (highest dose often 57 µM), inactives show at the top dose activity change, negative = inhibition, hits mostly inhibitors; further: potency means the concentration at half of the fitted maximal effect; on the % scale 0 is the no-effect control and ±100 the full control effect; nearly all actives have a fitted effect of over 55% in size
#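 ATXN2-luciferase reporter cells (luciferase flanked by upstream and downstream ATXN2 gene portions) were treated 24 h at 37 °C with compounds at up to 57 uM. SteadyGlo luminescence gave expression; GF-AFC fluorescence gave viability.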
# HepG2 tox = qHTS for Inhibitors of TGF-b: Cytotox Counterscreen | HepG2 CAGA-GFP viability, ATP luminescence, 18 h | Potency, µM (series often up to 46.1 µM), without a hit: top-dose activity change, negative = cytotoxicity, most hits filed as cytotoxic | 410,000 tested, 0.76% active | AID 588856, 2011; further: potency means the concentration at half of the fitted maximal effect; some results filed as inactive show a strong effect at the top dose
#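 CellTiter-Glo luminescence gave cytotoxicity after 18 hours at 37 degrees C. The cells were HepG2 CAGA-GFP in 1% FBS DMEM, stimulated with 500 pg/mL TGF-beta after compound addition. %Activity was normalised to no-cell wells (complete cell-killing) and DMSO (no toxicity), and curves were fitted and classified.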
# IL-1B inflam inh = qHTS for Inhibitors of Inflammasome Signaling: IL-1-beta AlphaLISA Primary Screen. THP-1 LPS/ATP IL-1B secretion, AlphaLISA, 16 h; hits give low values. activity change, % at 57.5 µM. 360,000 tested, 4.7% active. AID 743279, 2014; in the data active means activity change below about -50%; inconclusive means mostly about -30% to -49%; further: on the % scale 0 is the no-effect control and ±100 the full control effect
#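 THP-1 cells pretreated 1 hr with compounds (up to 57.5 uM final), then stimulated with LPS (250 ng/mL final) plus ATP (1.25 mM final); secreted IL-1B measured by AlphaLISA after 16 hr, decreased signal indicating inhibition.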
# Nrf2 inh = Nrf2 qHTS screen for inhibitors; A549 ARE-Fluc reporter, luciferase luminescence, 18-24 h; Potency, µM (titrated, usually from 46 µM), without a hit: at the top dose activity change, negative = inhibition, actives largely listed as inhibitors; 360,000 tested, 2.1% active; AID 504444, 2011; further: potency means the concentration at half of the fitted maximal effect; on the % scale 0 is the no-effect control and ±100 the full control effect; nearly all actives have a fitted effect of over 60% in size
#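 Concentration-response testing used A549 ARE_Fluc cells at 5000 cells/well. Following an 18-24 h compound incubation, viability was read by fluorescence (Ex 405/Em 525) and luciferase output by luminescence.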
# TGFb SMAD3 inh = qHTS for Inhibitors of TGF-b. AID 588855, 2011. HepG2 CAGA-GFP TGF-b/SMAD3 reporter, GFP fluorescence, 18 h; TGF-beta stimulated, 500 pg/mL final. Potency, µM (doses to about 46.1 µM), for inactives: at the highest dose activity, negative = inhibition, actives largely listed as inhibitors. 410,000 tested, 1.2% active; further: potency means the concentration at half of the fitted maximal effect; on the % scale 0 is the no-effect control and ±100 the full control effect; nearly all actives have a fitted effect of over 65% in size
#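 First, reporter cells (HEPG2 CAGA-GFP) rested 2 h at 37 degrees C. Next, compounds were pinned in and TGF-beta added to 500 pg/mL final. After 18 h, GFP was imaged per cell and summed per well.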
# MCF10A rerep = A quantitative high throughput screen for small molecules that induce DNA re-replication in MCF 10a normal breast cells | MCF 10A DNA re-replication, Hoechst nuclear intensity, 48 h | 350,000 tested, 2.9% active | Potency, µM (highest dose often 46.1 µM), for inactives: top-dose activity, positive = re-replication, actives largely listed as activators; further: potency means the concentration at half of the fitted maximal effect; % of control where 0% means no effect; nearly all actives have a fitted effect of over 50% in size
# ATXN viability = Viability Counterscreen for Primary qHTS for Inhibitors of ATXN expression; S2 cells (HEK-293 line with an ATXN2-luciferase reporter) viability, CellTiter-Fluor protease fluorescence, 24 h; Potency, µM (doses to about 56.7 µM), hits mostly cytotoxic; 400,000 tested, 0.49% active; AID 651635, 2014; further: potency means the concentration at half of the fitted maximal effect; nearly all actives have a fitted effect of over 40% in size
# A549 tox = Nrf2 qHTS screen for inhibitors: counterscreen for cytotoxicity; A549 ARE-Fluc cells, CellTiter-Fluor viability, 18-24 h; Potency, µM (titrated, usually from 46 µM), for inactives: at the highest dose activity change, negative = cytotoxicity, usual class: inhibitors; 390,000 tested, 0.16% active; further: potency means the concentration at half of the fitted maximal effect; on the % scale 0 is the no-effect control and ±100 the full control effect
#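 Cytotoxicity counterscreen: CellTiter-Fluor fluorescence was measured in A549 ARE_Fluc cells after 18-24 h of compound exposure in a concentration series. The subsequent BugLite luminescent read reports ARE-luciferase activity.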
# Starred values were filed as active, the others as inactive; i = inactive; u = inconclusive; x = no result given; & = joins results of further samples; [ ] = remark or other dose. Unless noted, the call rests on the fitted dose curve; in most records, active means well fitted curve in the direction sought with a large enough effect; inconclusive means small, poorly fitted or top-dose-only effect, or another doubt; inactive means no such curve, though single readings can be large; an effect the other way counts as inactive or inconclusive.
SMILES,Nrf2 ARE act,ATXN2 expr inh,HepG2 tox,IL-1B inflam inh,Nrf2 inh,TGFb SMAD3 inh,MCF10A rerep,ATXN viability,A549 tox
COC(=O)c1ccc(CSc2nc3c([nH]c4ccccc43)c(=O)n2-c2ccc(F)cc2)o1,0.4%,4%,-11%,x,x,3%,x,i,0%
C/C(=N/Nc1ncc(Br)cn1)c1ccc(Br)cc1,3.8%,14%,-36%,0,6%,u,-3%,i,0%
C=CCn1cnc2sc(C(=O)Nc3ccccc3OC)c(C)c2c1=O,2.6%,x,7%,25,u,-26%,-1%,i,12%
CCCCC(c1nnnn1CCOC)N1CCN(C)CC1 (stereo not given),-0.6%,-13%,-21%,-1,1%,-3%,-2%,i,6%
Cc1[nH]c2ccccc2c1-c1nc2ccccc2[nH]1,3.8%,35%,-20%,u,4%,0%,4%,i,-6%
CCCCN(CC)S(=O)(=O)c1ccc2c(c1)n(C)c(=O)c(=O)n2C,-1.2%,x,-3%,36,0%,-5%,-4%,i,2%
COc1ccc(-c2cc(C(F)(F)F)nc(SCC(=O)Nc3ccc4c(c3)OCO4)n2)cc1OC,-0.1%,-13%,-6%,22,-5%,5%,u,u,-9%
Cc1ccccc1C(=O)NC(=S)Nc1ccc2[nH]c(=O)[nH]c2c1,0.8%,-10%,0%,-19,-6%,-9%,3%,i,-2%
CSc1ccccc1OCc1cc(C(=O)N(C)CCn2nc(C)cc2C)no1,0.1%,13%,-19%,20,-10%,-7%,u,i,0%
CC(=O)c1ccc(-n2c(CCC(=O)O)ccc2-c2ccc(Cl)cc2)cc1,-0.8%,-4%,-2%,19,u,5%,12%,i,0%
O=C(NCCCN1CCOCC1)c1cc2c([nH]c3ccccc32)c(-c2cccc(Br)c2)n1,-5.5%,u,-55%,-73*,u,u,4.6µM*,u,-28%
CCCCCn1c(N2CCCC2)nc2c1c(=O)n(C)c(=O)n2C,2.3%,-1%,-11%,7,u,u,6%,i,-12%
C1CCc2nnc(-c3nnc4n3CCCCC4)n2CC1,-0.7%,-5%,0%,4,-4%,-5%,1%,i,-9%
CCOC(=O)C1=C(N)n2c(s/c(=C\c3cccs3)c2=O)=C(C(=O)OCC)C1c1cccs1 (stereo not given),4.1%,0%,-2%,43,x,u,u,i,u
CC(=O)C1=C(O)C(=O)N(c2ccc(Br)cn2)C1c1ccc(Br)cc1 (stereo not given),5.5%,x,-19%,0,8%,3%,u,i,-15%
O=C(NCc1ccc(Cl)cc1)c1ccc2c(c1)NC(=O)C(CS(=O)(=O)Cc1ccc(F)cc1Cl)N2 (stereo not given),-0.2%,-2%,3%,x,-5%,0%,x,i,-1%
Cc1ccc(-n2c(O)c(/C=N/n3cnnc3)c3ccccc3c2=O)cc1,-0.3%&-0.4%,-2%&2%,-6%&-2%,-18&-8,u,-15%&-16%,20%&1%,x,18%&9%
CC1(c2nc3ccccc3[nH]2)c2ccccc2C(=O)N1C1CC1 (stereo not given),-1.3%,15%,x,16,x,x,x,i,x
CC(=O)Nc1ccc(SCc2csc(C)n2)cc1,2.6%,17%,-7%,12,3%,0%,-5%,i,-6%
CC(C)Nc1nnc(Sc2ccc(Cl)cc2[N+](=O)[O-])s1,-0.2%[9.22 µM],1%,-9%,0,13%,-13%,18%,i,8%

# Records listed so far printed as active in IL-1B inflam inh:
Molecule,Nrf2 ARE act,IL-1B inflam inh,TGFb SMAD3 inh
O=C(NCCCN1CCOCC1)c1cc2c([nH]c3ccccc32)c(-c2cccc(Br)c2)n1,-5.5%,-73*,u

# Continuation:
SMILES,Nrf2 ARE act,ATXN2 expr inh,HepG2 tox,IL-1B inflam inh,Nrf2 inh,TGFb SMAD3 inh,MCF10A rerep,ATXN viability,A549 tox
COc1ccc2cc(C(=O)C3CCCN(C(=O)CCc4ccccn4)C3)ccc2c1 (stereo not given),3.8%,-15%,-11%,-28,5%,u,0%,i,4%
COc1ccc(NC(=O)C2CCN(C(=O)N3CCOc4ccccc43)CC2)cc1,-1.3%,x,-4%,x,u,2%,x,x,u
O=C(Cc1n[nH]c(=O)c2ccccc12)OCC(=O)c1ccc(OC(F)F)cc1OC(F)F,2.0%,4%,-17%,5,-29%,10%,u,i,0%
COCC(C)NC(=O)/C(=C/c1ccccc1)c1ccccc1 (stereo not given),0.1%,x,-15%,14,-8%,-3%,5%,i,-1%
CCOc1ccc(Br)cc1CNc1ccc2c(c1)OCCO2,0.9%,1%,-11%,u,3%,18%,23%,i,8%
CCOc1nc(C)ccc1-c1noc(-c2ccco2)n1,u,25%,-4%,-14,21%,-7%,-4%,i,-5%
COc1ccc(N=Cc2c(O)[nH]c3ccccc23)cc1,8.4%,69%[activator],-25%,u,u,-7%,17%,i,u
COC(=O)C1=CN(Cc2ccc(OC)c(OC)c2)C=C(C(=O)OC)C1c1ccc(F)cc1,3.9%,-21%,-15%,-14,8%,1%,18µM*,i,7%
COc1ccc(CC(NC(C)=O)C(=O)NC2CCN(c3c(Cc4ccccc4)c(C)nc4ncnn34)CC2)c(OC)c1 (stereo not given),-0.2%,-4%,-25%,u,0%,u,25%,i,-12%
Cc1onc(-c2ccccc2Cl)c1C(=O)NC(=S)Nc1ccccc1C(N)=O,2.3%,0%,-3%,28,-17%,6%,u,u,1%
O=C(NCc1ccccc1)c1ccc(Cl)c(NC2=NC3CS(=O)(=O)CC3S2)c1 (stereo not given),-0.4%,u,-32%,-15,-24%,-12%,-4%,i,1%
Cn1c(N)c(C(=O)COC(=O)CCCc2c[nH]c3ccccc23)c(=O)n(C)c1=O,0.0%,-3%,-5%,7,-16%,25%,u,u,-10%
Cc1ccc(-n2nc(CO)c(C(=O)NCc3ccccn3)n2)cc1C,3.9%,x,-15%,x,u,-40%,x,x,-7%
COc1cc(NC(=O)COc2ccccc2C)ccc1NC(=O)c1ccco1,-0.1%,-29%,-11%,-8,-23%,-14%,142%,i,1%
Cc1ccccc1Nc1scc(-c2ccc(Br)cc2)[n+]1-c1ccccc1C,3.3%,-15%,-18%,-4,-16%,-26%,u,i,0%
Cc1ccc(NC(=O)COC(=O)c2cccc3c(=O)c(C)c(-c4ccccc4)oc23)cc1,-0.1%,-1%,0%,27,-4%,1%,4%,i,2%
CCn1c(SCC(=O)N2CCCC2=O)nnc1-c1cccs1,-0.1%,4%,-3%,1,15%,-7%,14%,i,-1%
CN1CCN(Cc2nc3ccccc3c(=O)n2Cc2nc(-c3ccc([N+](=O)[O-])cc3)cs2)CC1,u,u,11µM*,-97*,11%,16µM*,u,u,-6%
N#C/C(=C\c1ccccc1C(F)(F)F)C(=O)Nc1ccccc1F,0.3%,7%,9%,-50*,3%,-14%,u,i,1%
CCOC(=O)COc1ccc([N+](=O)[O-])cc1,-1.0%,-8%,-8%,-8,6%,-29%,-8%,i,1%
CCCOc1ccc(C(=O)NCCN2CCOCC2)cc1,0.6%,8%,1%,1,0%,7%,5%,i,-3%
COc1ccccc1C(=O)Nc1ccc2c3c(cccc13)CC2,4.4%[9.22 µM],28%,-12%,0,12%,-5%,u,i,11%
O=C(/C=C/c1cccc(F)c1)N1CCN(c2ncccn2)CC1,0.6%,29%,-1%,76,u,10%,0%,i,15%
Nc1ncnc2c1ncn2[C@@H]1O[C@H](COP(=O)(O)O)[C@@H](O)[C@H]1O,0.3%,56%&17%[activator],31%,-8,17%,-10%,-4%&16%,i,-1%
COc1cc2ccccc2cc1C(=O)OCc1nc2ccsc2c(=O)[nH]1,-0.4%,-16%,0%,-26,-3%,-1%,u,u,-1%
CCOc1ccccc1Nc1nnc(SCC(=O)N(C)C2CCS(=O)(=O)C2)s1 (stereo not given),-0.1%,-5%,-3%,-61*,-4%,-1%,1%,i,-7%
COc1ccc(NC(=O)C2Cc3c(-c4ccc(NC(C)=O)cc4)ccnc3O2)cc1 (stereo not given),0.4%,-2%,-7%,-25,x,24%,x,i,x
Nc1ncnc2c1ncn2CCNCCc1ccccc1,0.7%,-3%,9%,14,-6%,37%,16%,i,17%
Cc1ccc(S(=O)(=O)Cn2nnnc2C(CC(C)C)N2CCN(c3ccccc3)CC2)cc1 (stereo not given),-0.5%,6%,-43%,-20,-26%,u,4%,i,-9%
CC(C)c1ccc(NC(=O)CSc2nc(=O)n(CCCN3CCOCC3)c3c2CCCC3)cc1,-0.3%,-4%,-5%,-10,u,-20%,u,i,-23%
O=c1oc2cc(O[C@@H]3OC[C@@H](O)[C@H](O)[C@H]3O)ccc2c2ccccc12,7.8%,-22%,7%,19,-3%,7%,8%,i,-17%
Cc1ccc(OCC(=O)Nc2ccc3nc(SCC(=O)N4CCc5ccccc54)sc3c2)cc1,3.6%,11%,11%,x,0%,7%,x,i,2%
COc1ccccc1NC(=O)C(C)N(C)CCOc1ccccc1 (stereo not given),-0.2%,-26%,29%,-15,u,-39%,11%,i,-4%
CS(=O)c1ccccc1COC(=O)Nc1cccc(Cl)c1 (stereo not given),1.7%,-21%,-19%,-4,-24%,-3%,3%,i,-4%
CCN(CC)S(=O)(=O)c1ccc2oc(C(=O)Nc3cc(C)ccc3OC)c(C)c2c1,0.3%,2%,-13%,x,x,-19%,x,i,4%

# Among those listed so far, these have a CF3 group.
SMILES,Nrf2 ARE act,ATXN2 expr inh,HepG2 tox,IL-1B inflam inh,Nrf2 inh,TGFb SMAD3 inh,MCF10A rerep,ATXN viability,A549 tox
COc1ccc(-c2cc(C(F)(F)F)nc(SCC(=O)Nc3ccc4c(c3)OCO4)n2)cc1OC,-0.1%,-13%,-6%,22,-5%,5%,u,u,-9%
N#C/C(=C\c1ccccc1C(F)(F)F)C(=O)Nc1ccccc1F,0.3%,7%,9%,-50*,3%,-14%,u,i,1%

# Screens: PubChem, National Center for Advancing Translational Sciences (NCATS)

# Compounds as they come; about 8.8% have a hit in one of these screens.
